# Bioassay records deposited in PubChem by National Center for Advancing Translational Sciences (NCATS).
# IL-1B inflam inh: inflammasome signaling inhibition, IL-1 beta readout | THP-1 LPS/ATP IL-1B secretion, AlphaLISA, 16 h; hits give low values | activity change, % at 57.5 µM | actives 4.7% (n = 360,000) | AID 743279; in the data active means activity change below about -50%; inconclusive means mostly about -30% to -49%; further: on the % scale 0 is the no-effect control and ±100 the full control effect
#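 THP-1 cells pretreated 1 hr with compounds (up to 57.5 uM final), then stimulated with LPS (250 ng/mL final) plus ATP (1.25 mM final); secreted IL-1B measured by AlphaLISA after 16 hr, decreased signal indicating inhibition.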
# ATXN2 expr inh: reduces ATXN2 reporter expression in HEK-293 cells | actives 0.72% (n = 360,000) | AID 1745845 | HEK-293 ATXN2-luciferase reporter, luminescence, 24 h | Potency, µM (highest dose often 57 µM), for the others: at the highest dose activity change, negative = inhibition, actives largely listed as inhibitors; further: potency means the concentration at half of the fitted maximal effect; on the % scale 0 is the no-effect control and ±100 the full control effect; nearly all actives have a fitted effect of over 55% in size
#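 ATXN2-luciferase reporter cells (luciferase flanked by upstream and downstream ATXN2 gene portions) were treated 24 h at 37 °C with compounds at up to 57 uM. SteadyGlo luminescence gave expression; GF-AFC fluorescence gave viability.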
# SW480 rereplic: inducers of DNA re-replication in SW480 colon cancer cells; SW480 DNA re-replication, Hoechst DNA content imaging, 48 h; Potency, µM (doses to about 46.1 µM), inactives show top-dose re-replication activation, actives largely listed as activators; actives 1.8% (n = 340,000); AID 624297; further: potency means the concentration at half of the fitted maximal effect; % of control where 0% means no effect; nearly all actives have a fitted effect of over 55% in size
#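 Cells (250 per well) received 23 nL compound or DMSO by pin tool and were kept 48 hr at 37 C, 5% CO2. Nuclei were then stained with Hoechst for 40 min and scanned for DNA content.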
# HT1080-NT tox: kills 2HG-producing HT-1080-NT fibrosarcoma cells. HT-1080-NT fibrosarcoma viability, CellTiter-Glo ATP luminescence, 48 h. Potency, µM (top dose mostly 46.1 µM), for inactives: at the highest dose activity, negative = less viability, usual class: cytotoxic. actives 1.6% (n = 360,000);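 further: NT is the 2HG producing partner of a matched IDH1 knockdown line; potency means the concentration at half of the fitted maximal effect; 0% = DMSO-treated cells and -100% = media-only wells without cells; nearly all actives have a fitted effect of over 55% in size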
#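 Viability of the 2HG-overproducing fibrosarcoma line after 48 hours of compound exposure at 37 degrees C was determined by luminescence with CellTiter-Glo, and concentration-effect curves were then fitted and categorized.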
# HT1080 IDH1KD tx: kills HT-1080 cells with IDH1 knockdown | AID 686971 | actives 2% (n = 360,000) | HT-1080 IDH1 knockdown viability, ATP luminescence, 48 h | Potency, µM (titrated, usually from 46.1 µM), for inactives: at the top dose activity, negative = toxicity, hits mostly cytotoxic;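 further: potency means the concentration at half of the fitted maximal effect; 0% = DMSO wells and -100% = cell-free medium wells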
#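 IDH1KD HT-1080 cells, 750/well, RPMI + 5% FBS; compound pinned after 2 h settling; 48 h, 37 °C; CellTiter-Glo luminescence; % activity normalised to DMSO and no-cell wells; curves fitted, classed by r2 and efficacy.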
# KB-V1 cytotox: kills drug-selected multidrug resistant KB-V1 cells | KB-V1 MDR cells viability, CellTiter-Glo, 72 h | Potency, µM (titrated, usually from 46.1 µM), without a hit: at the top dose activity change, negative = cytotoxicity, hits mostly cytotoxic | actives 3.4% (n = 400,000) | AID 1347076; further: potency means the concentration at half of the fitted maximal effect; on the % scale 0 is the no-effect control and ±100 the full control effect; nearly all actives have a fitted effect of over 60% in size
#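 In this primary screen, KB-V1 cells overexpressing P-gp are incubated with library compounds (lowest to highest concentration) for 72 h at 37 degrees C before a luminescent ATP viability read.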
# WRN inhibitor: blocks human WRN helicase; WRN helicase unwinding, fluorescent forked duplex, kinetic; actives 0.46% (n = 360,000); Potency, µM (series often up to 114 µM), for inactives: at the highest dose activity change, negative = inhibition, actives largely listed as inhibitors; Q14191; further: potency means the concentration at half of the fitted maximal effect; on the % scale 0 is the no-effect control and ±100 the full control effect; nearly all actives have a fitted effect of over 55% in size
# Target sequence (Q14191 whole entry, looked up): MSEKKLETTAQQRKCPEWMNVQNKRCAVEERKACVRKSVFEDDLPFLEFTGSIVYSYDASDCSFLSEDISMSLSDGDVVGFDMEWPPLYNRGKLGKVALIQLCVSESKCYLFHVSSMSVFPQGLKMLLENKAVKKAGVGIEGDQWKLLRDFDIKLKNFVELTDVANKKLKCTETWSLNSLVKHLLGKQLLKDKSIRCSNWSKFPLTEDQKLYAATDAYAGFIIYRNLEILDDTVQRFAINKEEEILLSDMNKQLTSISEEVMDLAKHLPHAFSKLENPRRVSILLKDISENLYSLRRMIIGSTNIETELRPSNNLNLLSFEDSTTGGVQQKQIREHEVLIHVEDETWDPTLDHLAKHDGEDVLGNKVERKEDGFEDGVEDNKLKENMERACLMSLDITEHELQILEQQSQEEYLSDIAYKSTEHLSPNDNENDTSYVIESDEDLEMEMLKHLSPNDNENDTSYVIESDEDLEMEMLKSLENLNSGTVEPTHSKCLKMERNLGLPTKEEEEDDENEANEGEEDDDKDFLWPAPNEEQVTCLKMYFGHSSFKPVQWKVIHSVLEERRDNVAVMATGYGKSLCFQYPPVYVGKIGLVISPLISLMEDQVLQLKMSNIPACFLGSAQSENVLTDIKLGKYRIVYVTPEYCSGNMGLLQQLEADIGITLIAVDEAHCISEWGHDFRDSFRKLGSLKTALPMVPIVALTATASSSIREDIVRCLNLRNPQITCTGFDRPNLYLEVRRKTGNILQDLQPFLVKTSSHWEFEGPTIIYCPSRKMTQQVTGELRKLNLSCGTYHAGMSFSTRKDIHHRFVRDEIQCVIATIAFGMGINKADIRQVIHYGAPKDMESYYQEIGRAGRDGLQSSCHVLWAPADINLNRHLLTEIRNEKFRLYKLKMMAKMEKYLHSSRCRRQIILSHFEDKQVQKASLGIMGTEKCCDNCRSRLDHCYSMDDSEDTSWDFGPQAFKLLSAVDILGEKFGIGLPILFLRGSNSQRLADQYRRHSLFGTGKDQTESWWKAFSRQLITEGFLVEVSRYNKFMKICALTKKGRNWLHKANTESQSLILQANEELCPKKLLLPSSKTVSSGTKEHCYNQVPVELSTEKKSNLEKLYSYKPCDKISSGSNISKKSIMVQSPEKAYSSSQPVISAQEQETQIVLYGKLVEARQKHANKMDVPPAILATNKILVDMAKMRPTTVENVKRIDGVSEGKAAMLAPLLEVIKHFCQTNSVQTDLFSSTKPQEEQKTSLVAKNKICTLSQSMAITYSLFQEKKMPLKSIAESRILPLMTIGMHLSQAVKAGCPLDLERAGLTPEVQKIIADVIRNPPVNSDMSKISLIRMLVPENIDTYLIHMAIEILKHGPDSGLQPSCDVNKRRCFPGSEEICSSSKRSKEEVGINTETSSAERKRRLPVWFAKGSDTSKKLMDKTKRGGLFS
#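 Primary qHTS, 1536-well format. 20 nM WRN + compound, 15 min RT; start with 100 nM forked fluorophore/quencher duplex, 2 mM ATP (final); kinetic read ex 525/em 598 nm.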
# KB-3-1 tox: kills parental KB-3-1 adenocarcinoma cells | KB-3-1 viability, CellTiter-Glo ATP luminescence, 72 h | Potency, µM (highest dose often 46.1 µM), for the others: top-dose activity change, negative = cytotoxic, hits mostly cytotoxic | actives 1.4% (n = 400,000) | AID 1347075; further: potency means the concentration at half of the fitted maximal effect; on the % scale 0 is the no-effect control and ±100 the full control effect; nearly all actives have a fitted effect of over 60% in size
#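 72 h, 37 °C compound treatment of KB-3-1 parental cells; CellTiter-Glo added, 10 min, luminescence read. Data corrected against DMSO-only plates and normalized before curve fitting.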
# MCF10A rerep: DNA re-replication induction in MCF 10a cells; MCF 10A DNA re-replication, Hoechst nuclear intensity, 48 h; Potency, µM (doses to about 46.1 µM), inactives show top-dose activity, positive = re-replication, most hits filed as activators; actives 2.9% (n = 350,000); AID 624296; further: potency means the concentration at half of the fitted maximal effect; % of control where 0% means no effect; nearly all actives have a fitted effect of over 50% in size
# Starred values were filed as active, the others as inactive; ? = inconclusive; / = no result given; [ ] = dose if it differs, or a comment. Unless noted, the call rests on the fitted dose curve; in most records, active means well fitted curve in the direction sought with a large enough effect; inconclusive means small, poorly fitted or top-dose-only effect, or another doubt; inactive means no such curve, though single readings can be large; an effect the other way counts as inactive or inconclusive.
mol	ATXN2 expr inh	HT1080 IDH1KD tx	WRN inhibitor	KB-3-1 tox	HT1080-NT tox	MCF10A rerep	SW480 rereplic	IL-1B inflam inh	KB-V1 cytotox
COc1ccccc1CNC(=O)CN1C(=O)NC(C)(c2ccc(C)cc2)C1=O (configuration not stated)	-23%	-3%	-5%	1%	-1%	-1%	-2%	-9	-11%
O=C(CN1CCN(c2ccc(Cl)cc2)CC1)NCc1ccccc1	-21%	-14%	0%	-1%	-1%	-1%	-2%	-61*	0%
OCCCNC(=S)Nc1ccc(Br)cc1Cl	27%	2%	-6%	-5%	-4%	?	5%	-14	-11%
COc1ccc2[nH]cc(C(=O)CN3CCCCC3)c2c1	7%	-1%	5%	1%	-6%	-1%	2%	2	2%
O=C(c1cnc2sccn2c1=O)N1CCc2ccccc2C1	9%	-8%	-3%	4%	6%	-5%	4%	19	5%
CC1(C(=O)NS(=O)(=O)C2CC2)CCN(C(=O)COCc2ccccc2)C1 (configuration not stated)	4%	14%	-2%	0%	2%	/	/	28	3%
N#Cc1cnn2c1nc(N1CCCCC1)c1ccccc12	-17%	-4%	19%	?	-2%	16%	3%	0	12µM*
O=C(CSc1nnc(-c2cccnc2)o1)Nc1ccccc1Br	-11%	22%	6%	-4%	24%	-3%	-4%	7	6%
COCCCn1c(C)csc1=Nc1cccnc1	-20%	2%	-8%	16%	7%	-3%	-5%	-8	11%
NS(=O)(=O)c1ccc(CCNC(=O)C(=O)NCC2OCCN2C(=O)c2ccc3c(c2)OCO3)cc1 (configuration not stated)	/	15%	-6%	14%	9%	6%	-4%	0	2%
COc1ccc([C@@H]2[C@@H]3C(=O)N(C(C)(C)C)C(=O)[C@@H]3[C@]3(Cc4ccccc4)C(=O)N(c4cccc(F)c4)C(=O)N23)cc1	3%	-13%	7%	1%	-15%	2%	-14%	-2	17%
CCOC(=O)N/N=C\c1ccc(OC/C=C/c2ccccc2)cc1	23%	-20%	7%	0%	-4%	0%	?	-17	-10%
CC(C)COc1ccc(C(=O)NNC(=O)c2ccc(=O)[nH]c2)cc1	5%	10%	-1%	0%	2%[9.24 µM]	-1%	6%	30	17%
COc1cccc(OCC(=O)NNC(=O)c2ccc(-c3ccccc3)cc2)c1	40%[activator]	14%	-10%	-17%	11%	5%	3%	2	7%
O=S(=O)(NCc1ccco1)c1ccc(Cl)nc1	0%	6%	-5%	0%	14%	-5%	-48%[inhibitor]	-5	4%
CCC/C=N/NC(=O)c1cc(Br)ccc1O	-3%	4%	-10%	5%	3%	?	-31%[inhibitor]	0	3%
O=C(NCCCN1CCCC1=O)C(=O)Nc1cccc(F)c1	-12%	2%	-4%	0%	-1%	-21%	-65%[inhibitor]	-5	0%
COc1ccc(OC)c(C2CC(c3ccccc3)=NN2C(=S)Nc2ccccc2)c1 (configuration not stated)	6%	?	5%	-19%	?	4.1µM*	4.6µM*	34	-7%
CCOC(=O)CSc1nc(N(C)C)nc(N(C)C#N)n1	-5%	9%[9.24 µM]	-5%	21%	13%	2%	-4%	24	6%
COc1ccc(-c2sc(Nc3ccccc3)n[n+]2-c2ccc(F)cc2)cc1Br	-15%	-24%	-24%	-23%	?	3%	5%	?	?
CCCNC(=O)Nc1cccc(NC(C)=O)c1	2%	5%	-3%	-1%	6%	-4%	-10%	2	3%
COc1ccc2oc(C(=O)Nc3cccc(S(=O)(=O)N4CCOCC4)c3)c(C)c2c1	2%	3%	-26%	1%	-2%	15%	2%	22	?
Cc1nonc1C1CCCN1C(=O)c1cc(COc2ccc(F)cc2F)on1 (configuration not stated)	70%[activator]	10%	3%	14%	3%	1%	-1%	-28	?
CCN(CC)S(=O)(=O)c1ccc(N2CCOCC2)c(NC(=O)C2CSC3(C)CCC(=O)N23)c1 (configuration not stated)	-1%	12%	-16%	-7%	8%	2%	3%	-5	?
CC(=O)Nc1cccc(NC(=O)C2CC(=O)N(CCc3ccc(F)cc3)C2)c1 (configuration not stated)	-5%	-1%	4%	-4%	7%	-19%	-3%	-4	-8%
C[C@@H]1CN([C@H](C)CO)C(=O)CCCn2nncc2CO[C@@H]1CN(C)C(=O)Nc1ccc(N2CCN(C)CC2)cc1	-5%	-1%	-3%	-9%	-1%	/	/	5	-10%
CCN(CC)S(=O)(=O)c1cc(C(=O)Nc2cc(S(=O)(=O)N3CCOCC3)ccc2N2CCN(C)CC2)ccc1C	/	-2%	0%	-4%	-27%	-7%	4%	-3	-11%
O=C(O)c1cc2c(cc1Cl)N1CCCCCC1=NS2(=O)=O	/	13%	5%	-24%	19%	-4%	-3%	13	-5%
Cc1ccc(NC(=O)C(CC(=O)O)C2CCCO2)c(C)c1 (configuration not stated)	2%	0%	2%[57.1 µM]	0%	-4%	-16%	12%	-14	0%
COc1cc(N=Nc2c(C)n(C)n(-c3ccccc3)c2=O)ccc1N	-27%	17%	-26%	20%	13%	-2%	-11%	7	2%
COc1ccc(-c2ncncc2-c2ccc(Cl)cc2)c(O)c1	10%	-17%	0%	-4%	-18%	0%	-11%	-10	-1%
COc1cc(CNCc2cccnc2)ccc1OCc1ccccc1	10%	-12%	-1%	0%	-17%	-1%	-7%	-4	?
Cc1ccc(S(=O)(=O)c2nc(S(=O)(=O)c3ccccc3)sc2N2CCN(CCO)CC2)cc1	-2%	-8%	1%	21µM*	?	17%	-1%	-68*	?
COc1nc(NCCN2CCOCC2)nc(Nc2ccc([N+](=O)[O-])cc2)n1	-18%	-2%	-18%	17%	5%	?	-7%	-15	?
CC(=O)C1=C(O)C(=O)N(Cc2cccnc2)C1c1ccc(C(C)C)cc1 (configuration not stated)	/	0%	2%	0%	12%	-13%	-14%	1	1%
COc1ccc(-c2nc(CN3CCN(C(=O)c4ccco4)CC3)c(C)o2)cc1OC	/	16%	3%	-4%	-3%	-21%	-8%	-16	-2%
COc1cc(/C=C2\C(=O)N(C)C(=S)N2C)ccc1O	9%	0%	-3%	?	0%	?	2%	0	-3%
Cc1cnc(C(=O)OCC(=O)c2ccc(Br)s2)cn1	-7%	10%	-5%	0%	2%	-17%	-714%[inhibitor]	16	24%
COc1ccc2[nH]c3c(c2c1)CCN1C(=O)N([C@@H](C)C(=O)NCCc2ccc(F)cc2)C(=O)[C@]31C	-13%	-1%	-1%	12µM*	-4%	?	?	-23	?
N#Cc1nc(-c2ccco2)oc1N1CCN(c2ccccc2)CC1	-21%	1%	4%	16%	5%	25%	0%	-27	-11%
CN(C)c1ccc(-c2noc(C3CCN(S(=O)(=O)c4cccc(Cl)c4)CC3)n2)cc1	-21%	-2%	-6%	16µM*	6%	?	-2%	-3	6.5µM*
CCOC(=O)c1cnn(-c2ccccc2)c1NC(=O)c1cccs1	9%	1%[9.24 µM]	-15%[57.1 µM]	8%	-17%	4%	6%	7	-11%
Cc1sc(NC(=O)CSc2nnc3scc(-c4ccccc4)n23)c(C#N)c1C	?	?	-14%	2%	0%	-3%	3%	17	?
CN(C)CCCNC(=O)c1cccc(-c2cnc3cccnn23)c1	5%	3%	7%	0%	?	/	/	0	4%
COc1ccc(Cl)cc1-c1nc(SCC(=O)N(C)CCC#N)n[nH]1	-8%	-10%	-10%	12%	-1%	-8%	1%	15	1%
COc1ccccc1/C=C(/CC(=O)NCc1ccc(F)cc1)c1nc2ccccc2s1	2%	-5%	-8%[57.1 µM]	-3%	-2%	?	8%	-7	-5%
Cc1ccc(S(=O)(=O)N2CCC(C(=O)NNC(=O)C3CC3)CC2)cc1Cl	-12%	3%	-8%	0%	3%	-4%	-6%	0	8%
CCN1C(=O)[C@@H]2[C@H](C1=O)[C@@H]1CC(C(=O)OC)=C[C@@H](C(=O)OC)C3C1=C(C(=O)C3(CC)CC)[C@@H]2C (some centres not stated)	9%	7%	5%	2%	13%	-3%	-8%[9.22 µM]	3	-9%
O=C(Nc1ccc(Cl)c(Cl)c1)c1ccc2c(c1)OCO2	58%[activator]	-7%	4%	?	-11%	?	5%	-7	14%
CN(C)c1ccc(C(=S)N2CCN(c3ccccc3)CC2)cc1	14%	-6%	-3%	-10%	-1%	?	9%	?	2%
COc1ccc([C@H]2CC(=O)C[C@@H](CCn3ccnn3)O2)cc1	12%	13%	-13%	-5%	-2%	/	/	12	0%
Cc1cc(OCCCC(=O)Nc2cc(S(=O)(=O)N3CCOCC3)ccc2N2CCOCC2)ccc1Cl	-10%	0%	0%	-15%	-10%	-5%	0%	-1	13µM*
Fc1ccccc1COc1ccc2ccccc2c1CNc1nn[nH]n1	2%	16µM*	0%	?	13µM*	?	?	27	11%
Cc1cccc(Nc2nnc(SCc3cn4ccsc4n3)s2)c1	0%	-14%	-23%	0%	-2%	?	0%	-27	-23%
COc1ccc(C2C(C(=O)N3CCN(c4ccccn4)CC3)CCC(=O)N2c2cc(OC)c(OC)c(OC)c2)cc1 (configuration not stated)	10%	16%	3%	-1%	15%	0%	-4%	2	-3%
O=C(CN1C(=O)NC2(CCCC2)C1=O)Nc1cc(S(=O)(=O)N2CCCCC2)ccc1Cl	6%	14%	10%	-25%	-4%	2%	12%	-5	?
CN(C)S(=O)(=O)c1ccc(Cl)c(NC(=O)CN2CCN(Cc3ccc4c(c3)OCO4)CC2)c1	/	-3%	-5%	?	0%	?	4%	15	15µM*
